Bioassay records deposited in PubChem BioAssay by The Scripps Research Institute Molecular Screening Center.
M1 ag – activates human CHRM1 receptor. AID 588814. activation, % at 3 µM. 360,000 compounds, 0.33% hits. P11229. CHO-K1 hM1, Fluo-8 calcium fluorescence, agonist mode; 0% DMSO, 100% acetylcholine EC100;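 active = activation above the run's mean compound activation plus 3 SD, cut at about 16% in these data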;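 also: peak over basal fluorescence ratio within a 140 s kinetic read after compound addition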
TAAR1 agonist – agonists of human TAAR1 | CHO RD-HGA16 TAAR1, Fluo-8 calcium fluorescence; vehicle wells 0%, saturating PEA agonist 100% | 360,000 compounds, 0.99% hits | activation, % at 3 µM;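 active = activation above the mean activation of all test compounds in the run plus 3 SD, cut at about 38% in these data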
Target sequence (Q96RJ0 whole entry, looked up): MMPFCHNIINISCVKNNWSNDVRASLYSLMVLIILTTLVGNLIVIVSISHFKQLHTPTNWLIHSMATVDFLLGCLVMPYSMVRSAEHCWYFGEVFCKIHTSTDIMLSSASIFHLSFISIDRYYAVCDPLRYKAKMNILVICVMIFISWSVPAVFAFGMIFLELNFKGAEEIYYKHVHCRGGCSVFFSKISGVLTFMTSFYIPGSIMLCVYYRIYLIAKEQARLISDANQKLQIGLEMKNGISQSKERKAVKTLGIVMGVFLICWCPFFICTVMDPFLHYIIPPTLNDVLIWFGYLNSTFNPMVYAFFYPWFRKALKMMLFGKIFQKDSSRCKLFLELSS
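Signal – calcium-sensitive Fluo-8 signal, excitation 470-495, emission 515-575 nm · System – RD-HGA16 (CHO) cells co-expressing Gα16 and hTAAR1 · Incubation – 17-24 h seeding, 75 min 37 °C dye, 30 min RT · Compound dosing – 3 µM single concentration · Repeats – no replicates (n 1)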
TAAR1 antag – human TAAR1 antagonism; inhibition, % at 3 µM; 360,000 compounds, 1.5% hits; AID 624466; CHO RD-HGA16 TAAR1, Fluo-8 calcium fluorescence, antagonist;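 active = inhibition above a per-plate cutoff, the mean inhibition of test compounds on that plate plus 3 SD, cut at about 49% in these data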;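 also: 0% = DMSO plus EC80 beta-PEA response and 100% = DMSO alone without agonist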
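Test system: CHO RD-HGA16 cells bearing hTAAR1 | Reagent: β-PEA, EC80 | Compound dosing: 3 µM, single point | Schedule: Dye loading 75 min at 37 °C, then 30 min room temperature | Signal: Calcium fluorescence with Fluo-8 | Evaluation: Percent inhibition of PEA-evoked calcium signal, max/basal emission ratio | Control set: DMSO-only wells and EC80 β-PEA-stimulated wells | Repeats: Singlicate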
CHO-K1 Ca antag – nonselective inhibitor or artifact in parental CHO-K1 cells. ATP-induced calcium, Fluo-8 fluorescence. inhibition, % at 3 µM. 360,000 compounds, 0.6% hits;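 active = inhibition above a per-plate cutoff, the plate's mean sample inhibition plus 3 SD, cut at about 24% in these data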;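 also: 0% = DMSO plus EC80 ATP and 100% = DMSO alone without ATP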
OXTR potentiate – potentiates the human oxytocin receptor response | CHO-OTR cells, Fluo-8 calcium fluorescence, potentiator mode; 0% = oxytocin EC15, 100% = EC100 | activation, % at 3 µM | 320,000 compounds, 0.061% hits | P30559;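 active = activation above that plate's cutoff, the mean activation of tested compounds plus 3 SD, cut at about 6.6% in these data, passing the limit was not always enough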;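 also: 100% uses oxytocin at 75 nM as the full agonist control; some results filed as inactive read as strong as hits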
Target sequence (P30559 whole entry, looked up): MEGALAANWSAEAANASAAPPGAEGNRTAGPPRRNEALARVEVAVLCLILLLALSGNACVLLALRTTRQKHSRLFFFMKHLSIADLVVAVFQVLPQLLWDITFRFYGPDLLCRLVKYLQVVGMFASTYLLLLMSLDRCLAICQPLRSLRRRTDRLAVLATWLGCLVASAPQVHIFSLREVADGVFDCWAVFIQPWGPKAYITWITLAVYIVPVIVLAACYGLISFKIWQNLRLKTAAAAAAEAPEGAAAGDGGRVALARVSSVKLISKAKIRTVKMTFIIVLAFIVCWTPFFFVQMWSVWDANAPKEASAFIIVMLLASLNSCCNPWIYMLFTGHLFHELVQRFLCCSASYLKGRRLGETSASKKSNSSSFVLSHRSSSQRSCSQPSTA
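Measured by – Fluo-8 calcium dye fluorescence · Test system – human OTR in CHO cells · Dosing – one concentration, 3.0 µM compound · Controls – EC15 oxytocin alone as 0%, 75 nM oxytocin as 100% · Evaluation – normalized max/min fluorescence ratio, % activation · Timing – 6 min pre-incubation, 100 s read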
CHO parental Ca – counter-screen for OX1R antagonists: effect in parental CHO cells; parental CHO-K1, ATP-induced calcium, Fluo-8 fluorescence; inhibition, % at 5.6 µM; 330,000 compounds, 0.63% hits;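 active = inhibition above that plate's mean sample inhibition plus 3 SD, cut at about 26% in these data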;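 also: 0% = ATP-challenged DMSO wells and 100% = DMSO wells without ATP; some compounds past the cut are filed as inactive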
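Assay system – parental CHO cells · Reagent – ATP stimulus · Detection – intracellular calcium via Fluo-8 no-wash fluorescent dye · Evaluation – percent inhibition of ATP-evoked calcium rise, normalized to controls · Controls – ATP wells versus no-ATP DMSO wells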
M1 ag parental – M1 agonist counterscreen hit in parental CHO-K1 cells. Fluo-8 calcium fluorescence; scaled to maximal ATP response, vehicle zero. activation, % at 3 µM. 360,000 compounds, 0.48% hits; in the data active = activation above about 15%;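 also: untransfected CHO-K1 host cells lacking M1 receptor as counterscreen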
M1 antag – antagonists of human M1 muscarinic receptor; P11229; CHO-K1 hM1, Fluo-8 calcium fluorescence, ACh EC80 antagonist; inhibition, % at 3 µM; 360,000 compounds, 1.3% hits; AID 588852;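 active = percent inhibition above its own plate's cutoff, namely the mean of that plate's compound wells plus 3 SD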;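 also: peak over basal fluorescence ratio during 140 s after agonist addition; 0% = ACh EC80 plus DMSO and 100% = DMSO alone without agonist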
CHO-K1 Ca PAM – M1 PAM counterscreen hit in parental CHO-K1 cells. 360,000 compounds, 0.02% hits. ATP EC20, Fluo-8 calcium fluorescence; 0% at ATP EC20, 100% at ATP max. activation, % at 3 µM;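 active = activation above the run cutoff, the mean activation of all test compounds plus 3 SD, cut at about 40% in these data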;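 also: peak over basal fluorescence ratio in a 140 s read after ATP addition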
An asterisk follows results filed as active; x = no result given.

SMILES | M1 ag | TAAR1 agonist | TAAR1 antag | CHO-K1 Ca antag | OXTR potentiate | CHO parental Ca | M1 ag parental | M1 antag | CHO-K1 Ca PAM
CC(=O)c1cccc(NC2c3ncccc3C(=O)N2Cc2ccco2)c1 (stereo not drawn) | -3 | 1 | 6 | -1 | -1 | -19 | 0.6 | -4 | -4
CC(C)C1Cc2c(sc(NC(=S)NC(=O)c3ccccc3)c2C#N)CO1 (stereo not drawn) | -3 | 1 | -10 | 7 | -10 | -9 | 0.2 | 3 | -8
COC(=O)NCc1ccc(S(=O)(=O)N2CCOCC2)cc1 | -3 | 6 | 6 | -11 | -11 | 1 | 0.6 | -4 | 16
CCC(=O)Nc1ccc(-n2nnnc2SCC(=O)NNC(=O)c2ccco2)cc1 | x | 3 | -4 | x | -16 | 1 | x | x | x
Cc1ccc(S(=O)(=O)N2C[C@H]3C(=O)C[C@@H](c4cccc(Cl)c4)N(S(=O)(=O)c4ccc(C)cc4)[C@H]3C[C@H]2c2ccccc2)cc1 | -1 | 0 | -6 | -9 | x | x | 0.9 | -11 | 10
BrC(=C\c1ccccc1)/C=N/N1CCN(Cc2ccccc2)CC1 | -5 | 1 | -26 | -26 | -7 | -15 | 1.4 | -2 | 24
COc1ccc(N2CCN(C(=O)c3cc(-c4cc(OC)ccc4OC)nc4ccccc34)CC2)cc1 | 0 | 10 | 60* | -9 | -9 | -24 | 7.4 | 24 | 0
CCC(=O)Nc1ccc(S(=O)(=O)Nc2cc(C)on2)cc1 | -3 | 6 | -7 | -7 | 2 | -1 | 0.1 | -3 | 9
Cc1cccc(NC(=S)NC2CCCC2)n1 | -3 | 3 | -4 | -3 | -4 | -9 | 0.5 | 1 | 3
CCn1cnc2c1c(=O)n(CC(=O)Nc1ccc3c(c1)OC(F)(F)O3)c(=O)n2Cc1ccccc1 | -2 | 20 | -17 | -12 | 1 | -9 | 0.3 | -9 | 17
COc1cccc(NC(=O)CN(C)C(=O)c2ccc(COc3ccccc3)o2)c1 | -1 | -2 | 7 | -21 | 4 | -21 | 1.6 | -6 | 8
COCCOC(=O)C1=C(C)Nc2nc(C)nn2C1c1ccccc1 (stereo not drawn) | -1 | 6 | -4 | 5 | -4 | -5 | -0.2 | -1 | 17
Cc1ccc(C(=O)Nc2ccnc(-c3ccncc3)n2)cc1 | -7 | 3 | -11 | -4 | -8 | -11 | 0.9 | 3 | 14
CCOC(=O)c1ccccc1NC(=O)CSc1ccc(-c2cccnc2)nn1 | -4 | 3 | -34 | -4 | 3 | -11 | 0.2 | 14 | -13
CN(CC(=O)Nc1n[nH]c(=S)s1)S(=O)(=O)c1cccc2cccnc12 | -4 | 4 | 4 | -14 | -6 | 0 | 1.5 | -9 | 16
Cc1c(C(=O)N2CCCC(C(F)(F)F)C2)oc2ccccc12 (stereo not drawn) | -1 | -4 | -6 | -7 | 0 | -17 | -1.4 | 5 | -1
COc1ccc(C(=O)OCc2nc(N)nc(Nc3ccccc3C)n2)cc1OC | -2 | 10 | 4 | 21 | -5 | -18 | -0.2 | 9 | -16
COc1ccc(-c2c(O)c(C#N)c(-c3ccccc3)n(-c3ccc(OC)cc3)c2=O)cc1 | -7 | 0 | -16 | -5 | 0 | 2 | 1.9 | 1 | 20
CC1CN(C(=O)CCC(=O)N2CCCCC2)c2cc(Cl)ccc2O1 (stereo not drawn) | -5 | 1 | -8 | -9 | -4 | -11 | 0.9 | -12 | 28
COc1ccccc1C1N(c2ccc(Cl)cc2)C(=O)C2CCCN21 (stereo not drawn) | -3 | 4 | -23 | 2 | -13 | -13 | 3.2 | -9 | -2
COc1ccccc1CNC(=O)C(=O)NCC1OCCN1C(=O)c1ccc(Cl)cc1 (stereo not drawn) | -5 | -2 | -30 | -14 | -6 | -14 | 1.1 | -11 | 31
O=C1C=C(c2ccccc2)OC(=O)C1C(=O)c1ccccc1 (stereo not drawn) | 9 | 5 | -1 | 3 | -6 | -1 | -0.6 | -9 | -6
O=C(O)c1ccccc1OC(=O)C12CC3CC(CC(C3)C1)C2 | -4 | 1 | -15 | -1 | -2 | -9 | -0.4 | -3 | 2
Cc1cc(C)c2nc(N(CCCN(C)C)C(=O)c3ccc4c(c3)OCCO4)sc2c1 | -2 | 10 | 17 | -2 | -17 | 8 | 9.9 | -2 | 1
CCCN(CCC)Cc1c(C(=O)N/N=C/c2cccs2)nnn1-c1nonc1N | -6 | -4 | -6 | -16 | -1 | -15 | 1.2 | -5 | -20
c1ccc(CNc2nc3ccccc3n2CCN2CCOCC2)nc1 | -6 | 5 | 11 | -21 | -1 | -2 | 0.7 | -19 | 6
CCC(C)NC(=O)c1ccc(C)c(NC(=O)C2=C(C)OCCS2)c1 (stereo not drawn) | -2 | 0 | 7 | -9 | -5 | -11 | 0.0 | -13 | -22
O=C(CSc1nnc(-c2n[nH]c3ccccc23)n1-c1ccccc1)Nc1ccccc1Cl | -6 | 3 | 18 | -2 | -4 | -25 | 3.0 | 6 | 14
CC1(CO)CCCC1NCCNC1CCCC1(C)CO (stereo not drawn) | -11 | x | x | -12 | x | x | 0.1 | -13 | 27
FC(F)(F)c1cc(C(F)(F)F)c2ccc(N/N=C/c3ccccc3)nc2n1 | 2 | 3 | 8 | -5 | -5 | 6 | 0.5 | -15 | 9

Complete entries as entered above. Order of values: M1 ag, TAAR1 agonist, TAAR1 antag, CHO-K1 Ca antag, OXTR potentiate, CHO parental Ca, M1 ag parental, M1 antag, CHO-K1 Ca PAM
Record of O=C(O)c1ccccc1OC(=O)C12CC3CC(CC(C3)C1)C2 = -4, 1, -15, -1, -2, -9, -0.4, -3, 2
Record of c1ccc(CNc2nc3ccccc3n2CCN2CCOCC2)nc1 = -6, 5, 11, -21, -1, -2, 0.7, -19, 6

(list continues)
SMILES | M1 ag | TAAR1 agonist | TAAR1 antag | CHO-K1 Ca antag | OXTR potentiate | CHO parental Ca | M1 ag parental | M1 antag | CHO-K1 Ca PAM
COc1ccc(C(O)c2ncc(-c3ccccc3)[nH]2)cc1F (stereo not drawn) | 6 | 1 | -8 | -13 | x | x | 1.2 | -18 | 20
Cc1ccc(OCCn2cncn2)c([N+](=O)[O-])c1 | 10 | -1 | 6 | -1 | -5 | -2 | 19* | -8 | 17
NC(=O)CNC(=O)[C@@H]1CC2(CC(c3ccccc3)=NO2)CN1C(=O)c1ccc(Br)cc1 (stereo partly drawn) | -1 | 8 | 0 | -8 | 0 | -4 | 0.6 | -3 | 10
Cc1cc2c(cc1S(=O)(=O)N1CCOCC1)NC(=O)CO2 | -6 | 5 | 2 | 0 | -16 | 4 | 1.5 | -6 | 5
CC1(c2ccccc2)NC(=O)N(CC#N)C1=O (stereo not drawn) | -3 | 1 | 12 | -12 | -2 | 5 | 1.0 | -7 | -2
Cc1ccc(C)c(C(=O)NC2CC(C)(C)NC(C)(C)C2)c1 | 0 | 4 | -1 | 3 | -10 | 0 | 0.0 | -7 | 14
O=C1c2ccccc2NC2CCCCC12 (stereo not drawn) | -3 | 1 | -17 | -8 | -9 | 4 | 1.1 | -8 | -8
O=C1Nc2ccc(Cl)cc2C12OCCCO2 | -3 | 3 | -13 | -6 | x | x | 0.6 | -11 | -4
Cc1ccc(-c2nnn(CC(=O)N(c3cccc(F)c3)C(C(=O)NC3CCCC3)c3ccco3)n2)o1 (stereo not drawn) | -5 | 4 | -2 | -4 | 0 | -10 | -0.3 | -8 | 3
CC(=O)N1CCc2cc(S(=O)(=O)CCC(=O)Nc3ccc(Cl)cc3F)ccc21 | -2 | 0 | -22 | -12 | -4 | -2 | 0.6 | 7 | 12
O=C(COC(=O)Cc1ccc(Cl)c(Cl)c1)NCc1ccco1 | -4 | -1 | 1 | 15 | -6 | -4 | 0.0 | 10 | -11
Cc1ccc(NC(=S)NC(=O)c2cccs2)cc1F | -4 | 3 | -7 | -19 | -5 | 1 | 0.9 | -21 | 29
CC(=O)Nc1nc2[nH]ccc2c(=O)[nH]1 | -3 | 1 | -8 | -9 | x | x | 1.0 | -12 | 18
N#Cc1cc2c(cc1NC(=O)CCn1cnnn1)OCO2 | -3 | 1 | -14 | -15 | -9 | -5 | 2.0 | 0 | 13
O=C(N/N=C/c1ccc(OCc2cnc(Cl)s2)cc1)c1ccncc1 | 1 | 8 | 22 | -2 | -8 | -9 | 6.8 | -2 | 13
CCCn1c(SCC(=O)Nc2cc(Cl)ccc2OC)n[nH]c1=O | -3 | 0 | 3 | 21 | -6 | 0 | 0.5 | 8 | -5
N#C/C(=C(/O)CSc1ncn[nH]1)c1nc2ccccc2[nH]1 | 1 | 3 | 11 | -12 | -3 | -5 | 1.2 | -10 | 23
Clc1cccc(C[n+]2cc(-c3ccccc3)n3c2CCC3)c1 | -8 | 11 | -19 | -2 | -6 | -2 | 0.3 | -1 | 26
COc1ccc(Cl)cc1Nc1nc(-c2sc(NC(=O)C(C)(C)C)nc2C)cs1 | -5 | 3 | 15 | -2 | -10 | -15 | 2.9 | 10 | 8
CC1CCN(C(=O)c2cccc(S(=O)(=O)N3CCCCC3)c2)CC1 | -4 | 7 | -10 | -35 | -6 | -18 | 1.5 | -5 | 1
N#Cc1c(N)n(-c2ccccc2)c(=O)c2cc([N+](=O)[O-])ccc12 | -6 | 5 | -8 | -4 | -6 | -8 | 0.1 | -9 | 17
Cc1cccc(NC(=O)CSc2nc(=O)n(CCCN3CCOCC3)c3c2CCCC3)c1C | -8 | 13 | -42 | -16 | x | x | 0.4 | -19 | 23
O=C1[C@@H](c2ccccc2)CC[C@@H]2C=CC[C@H]3CCN1[C@@H]32 | x | 0 | 0 | -19 | x | x | 0.6 | x | 3
CC(C)NC(=O)CSc1ccccc1C(=O)NNC(=O)Cn1ccc(C(F)(F)F)n1 | 1 | 0 | -43 | -6 | -9 | 10 | 0.5 | -17 | -22
Cc1ccc(C)c(OCCC(=O)OCC(=O)N2CCN(S(=O)(=O)c3ccc(Cl)cc3)CC2)c1 | -1 | -1 | 11 | -9 | -8 | -5 | 6.1 | 6 | 6
COc1cc(S(=O)(=O)N2CCN(C)CC2)c(OC)cc1Br | -3 | 4 | -6 | -4 | 4 | -5 | 0.8 | -25 | 11
C[C@H](CO)N1C[C@H](C)[C@@H](CN(C)S(=O)(=O)c2ccc(F)cc2)Oc2c(NC(=O)Nc3ccccc3)cccc2C1=O | -7 | 13 | 33 | -12 | -9 | -7 | 3.1 | 0 | 12
CCCCCCN1C(=O)CC(NC(=O)OCC2c3ccccc3-c3ccccc32)C/C=C\C1C(C)C (stereo not drawn) | -7 | -2 | -38 | -20 | x | -29 | 0.4 | -9 | 15

This is a random part of the collection; about 4.2% have a hit in one of these screens.
